Pol kappa inh: DNA polymerase kappa (human) inhibition; Potency, µM (series often up to 107 µM), for the others: at the highest dose activity, negative = inhibition, actives largely listed as inhibitors; purified Pol kappa, fluorescent DNA synthesis assay, 10 min; Q9UBT6; 400,000 tested, 0.53% active; note: potency is the fitted concentration of half-maximal effect; % is set by controls: 0 for no effect and ±100 for the full control effect
Target sequence (Q9UBT6 whole entry, looked up): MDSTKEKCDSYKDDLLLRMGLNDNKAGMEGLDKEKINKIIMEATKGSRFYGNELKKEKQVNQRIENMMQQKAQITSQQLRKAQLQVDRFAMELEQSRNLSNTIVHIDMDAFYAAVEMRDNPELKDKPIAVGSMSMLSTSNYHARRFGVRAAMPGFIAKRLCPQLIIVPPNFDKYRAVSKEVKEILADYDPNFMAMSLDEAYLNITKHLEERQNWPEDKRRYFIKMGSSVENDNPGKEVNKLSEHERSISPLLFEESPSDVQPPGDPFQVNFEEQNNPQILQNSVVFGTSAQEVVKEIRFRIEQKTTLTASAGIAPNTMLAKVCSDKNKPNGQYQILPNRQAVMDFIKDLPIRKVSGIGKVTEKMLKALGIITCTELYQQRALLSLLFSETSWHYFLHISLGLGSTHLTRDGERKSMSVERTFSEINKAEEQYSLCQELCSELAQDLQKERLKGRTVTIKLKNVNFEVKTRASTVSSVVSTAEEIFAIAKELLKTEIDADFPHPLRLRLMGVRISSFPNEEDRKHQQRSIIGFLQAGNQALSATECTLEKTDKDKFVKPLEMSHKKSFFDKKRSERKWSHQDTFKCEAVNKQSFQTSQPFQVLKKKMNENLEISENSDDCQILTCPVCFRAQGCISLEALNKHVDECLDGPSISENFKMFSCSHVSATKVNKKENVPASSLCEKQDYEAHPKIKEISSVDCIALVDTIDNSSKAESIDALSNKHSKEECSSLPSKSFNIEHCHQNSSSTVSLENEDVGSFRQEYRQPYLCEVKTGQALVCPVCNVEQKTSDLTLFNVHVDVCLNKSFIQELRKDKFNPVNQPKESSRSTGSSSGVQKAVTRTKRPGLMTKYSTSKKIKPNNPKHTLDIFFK
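Fluorescent qHTS in 1536-well format: enzyme (10 nM) and compound sat 15 min at room temperature before 50 nM substrate (final) was added. Signal taken at 0 and 10 min; no-enzyme buffer wells were negative controls.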
Glioma ERSR ind: ER stress response induction in glioma; Potency, µM, without a hit: top-dose activation, most hits filed as activators; U87-MG GRP78 promoter luciferase reporter, 16 h; 420,000 tested, 0.02% active; note: potency is the fitted concentration of half-maximal effect; series mostly up to about 76 µM; % of control where 0% means no effect; nearly all actives have a fitted effect of over 35% in size
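ERSR induction read as luciferase luminescence (Bright-Glo, 10 min at room temperature) in stably transfected human U87-MG glioma cells exposed to compounds for 16 h, using GRP78 as sensor.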
LDHA inh: inhibitors of human lactate dehydrogenase A; P00338; activity change, % (values are at about 110 or 230 µM); 480,000 tested, 0.15% active; purified LDHA, NADH/diaphorase-resazurin fluorescence; active compounds read low; AID 1347041; in the data active = activity change below about -30%; inconclusive = mostly about -25% to -30%;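 note: plate controls were DMSO wells for no effect and wells without enzyme for full effect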
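LDH5 2 nM; NADH 0.06 mM, pyruvate 0.2 mM; 200 mM Tris pH 7.4, EDTA, Tween-20; 5 min RT. Detection: diaphorase 0.133 mg/mL + resazurin 37 µM, fluorescence ex540/em590 at 0 and 20 min; normalized to enzyme-free and DMSO wells.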
Pol iota inh: inhibitors of human DNA polymerase iota; Q9UNA4; Pol iota fluorescent replication assay, 10 min; AID 588590; Potency, µM (doses to about 115 µM), inactives show at the top dose activity, negative = inhibition, usual class: inhibitors; 390,000 tested, 1% active; note: potency is the fitted concentration of half-maximal effect
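Pol iota at 10 nM preincubated 15 min with compounds at room temperature; reaction started with fluorescent substrate, 50 nM final. Fluorescence read kinetically at 0 and 10 min; buffer-only wells as negative control.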
POLH inh: blocks human DNA polymerase eta activity; Q9Y253; recombinant Pol eta, fluorescent DNA replication assay; Potency, µM (highest dose often 114 µM), without a hit: at the highest dose activity change, negative = inhibition, hits mostly inhibitors; 390,000 tested, 1.2% active; note: potency is the fitted concentration of half-maximal effect; % is set by controls: 0 for no effect and ±100 for the full control effect
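Pol eta (10 nM) was preincubated with compounds for 15 min at room temperature, after which fluorescent replication substrate (50 nM final) was added to start the reaction. Fluorescence was read kinetically at 0 and 10 min.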
* hit, by the source's call. Unless noted, calls come from the whole dose curve; as a rule, active = well fitted curve in the direction sought with a large enough effect; inconclusive = small, poorly fitted or top-dose-only effect, or another doubt; inactive = no such curve, though single readings can be large; an effect the other way counts as inactive or inconclusive. These rows are one share of the data; the hit share may differ from the screen's.

For ClCCN(CCCl)c1ccc(C=Nc2ccc(/C=C/c3ccncc3)cc2)cc1 the results were Pol kappa inh -14%, Glioma ERSR ind 0% and Pol iota inh 3%.
`ClCCN(CCCl)c1ccc(C=Nc2ccc(/C=C/c3ccnc4ccccc34)cc2)cc1` gave Pol kappa inh -11%, Glioma ERSR ind -6% and Pol iota inh inconclusive.
For c1ccc(CCN2CCCC2)cc1 the results were Pol kappa inh 10%, Glioma ERSR ind -4% and Pol iota inh 24%.
Screening COc1cc([N+](=O)[O-])cc([N+](=O)[O-])c1N returned Pol kappa inh -2%, Glioma ERSR ind -3% and Pol iota inh 21%.
For O=S(=O)(c1cc(Cl)cc(Cl)c1)N1Cc2cc(-c3cccc(F)c3)ccc2-n2nncc2C1 the results were Glioma ERSR ind -2% and LDHA inh -3.
O=C1NCN(c2ccccc2)C12CCN(C(c1cccs1)c1nnnn1C1CCCCC1)CC2 (stereo unspecified) was read as Glioma ERSR ind 0% and LDHA inh 2.
For COc1ccc(-n2nnnc2C(CCSC)N2CCC(n3c(=O)[nH]c4ccccc43)CC2)cc1 (stereo unspecified) the results were Glioma ERSR ind -1% and LDHA inh -13.
COc1ccc(-c2ccc3c(c2)CN(C(=S)NCCc2ccccc2)Cc2cnnn2-3)cc1 was read as Glioma ERSR ind -4% and LDHA inh -9.
For S=C(NCCc1ccccc1)N1Cc2ccc(Br)cc2-n2nncc2C1 the results were Glioma ERSR ind 5% and LDHA inh 5.
For O=C(CCc1ccccc1)N1Cc2cc(-c3ccccc3)ccc2-n2nncc2C1 the results were Glioma ERSR ind -2% and LDHA inh -6.
For COc1cc(C(=O)N2Cc3ccc(Br)cc3-n3nncc3C2)cc(OC)c1OC the results were Glioma ERSR ind -5% and LDHA inh -6.
`CSCCC(c1nnnn1-c1c(C)cccc1C)N1CCC(n2c(=O)[nH]c3ccccc32)CC1` (stereo unspecified) gave Glioma ERSR ind -2% and LDHA inh 3.
Screening Cc1ccc(S(=O)(=O)N2Cc3cc(-c4cccc(F)c4)ccc3-n3nncc3C2)cc1 returned Glioma ERSR ind 0% and LDHA inh -8.
For O=C1NCN(c2ccccc2)C12CCN(C(c1nnnn1C1CCCCC1)C1CC1)CC2 (stereo unspecified) the results were Glioma ERSR ind -5% and LDHA inh -11.
For O=C1NCN(c2ccccc2)C12CCN(C(c1cc3ccccc3o1)c1nnnn1Cc1ccccc1)CC2 (stereo unspecified) the results were Glioma ERSR ind -1% and LDHA inh -6.
Screening Cc1nc2ccccc2c(=O)n1-c1nccs1 returned Glioma ERSR ind 3% and LDHA inh 1.
For Cc1cccc(C)c1-n1nnnc1C(C1CC1)N1CCC(n2c(=O)[nH]c3ccccc32)CC1 (stereo unspecified) the results were Glioma ERSR ind -3% and LDHA inh -6.
`CSCCC(c1nnnn1C1CCCCC1)N1CCC(n2c(=O)[nH]c3ccccc32)CC1` (stereo unspecified) gave Glioma ERSR ind -3% and LDHA inh -4.
For O=C1c2ccccc2-n2nncc2C2c3cc(Br)ccc3CCN12 (stereo unspecified) the results were Glioma ERSR ind -3% and LDHA inh -3.
Screening CCCCn1nnnc1C(c1cccs1)N1CCC2(CC1)C(=O)NCN2c1ccccc1 (stereo unspecified) returned Glioma ERSR ind -3% and LDHA inh -13.
O=C1NCN(c2ccccc2)C12CCN(C(c1ccccc1)c1nnnn1Cc1ccccc1)CC2 (stereo unspecified) was read as Glioma ERSR ind -5% and LDHA inh 2.
`CSCCC(c1nnnn1Cc1ccccc1)N1CCC2(CC1)C(=O)NCN2c1ccccc1` (stereo unspecified) gave Glioma ERSR ind -3% and LDHA inh 1.
CCCCn1nnnc1C(CC)N1CCC2(CC1)C(=O)NCN2c1ccccc1 (stereo unspecified) was read as Glioma ERSR ind -3% and LDHA inh -9.
For O=C1NCN(c2ccccc2)C12CCN(C(c1cccc3ccccc13)c1nnnn1-c1ccc3c(c1)OCCO3)CC2 (stereo unspecified) the results were Glioma ERSR ind -5% and LDHA inh -14.
For O=C1c2cccc(N3CCNCC3)c2C2CCCCN12 (stereo unspecified) the results were Glioma ERSR ind -1% and LDHA inh -7.
Clc1cccc(N2Cc3ccccc3-n3nncc3C2)c1 was read as Glioma ERSR ind -3% and LDHA inh -1.
Brc1ccc2c(c1)-n1nncc1CN(CC1CCCCC1)C2 was read as Glioma ERSR ind 3% and LDHA inh -2.
Cc1ccccc1OP(=O)(Oc1ccccc1C)N1CCOCC1 was read as Glioma ERSR ind 0% and LDHA inh -1.
`O=C1NCN(c2ccccc2)C12CCN(C(CCc1ccccc1)c1nnnn1C1CCCC1)CC2` (stereo unspecified) gave Glioma ERSR ind -3% and LDHA inh -4.
Screening c1ccc2c(CCN3CCCCC3)c[nH]c2c1 returned Glioma ERSR ind -1% and LDHA inh 0.
For CN1CC2CN(Cc3ccccc3)S(=O)(=O)C2C1 (stereo unspecified) the results were Glioma ERSR ind -3% and LDHA inh -3.
c1cc2c(cc1N1CCCCC1)CNCc1cnnn1-2 was read as Glioma ERSR ind -5% and LDHA inh 2.
Screening COc1cccc(C(c2nnnn2-c2c(C)cccc2C)N2CCC(n3c(=O)[nH]c4ccccc43)CC2)c1OC (stereo unspecified) returned Glioma ERSR ind -3% and LDHA inh -3.
Screening NC(Cc1ccc(F)cc1)c1csc(Nc2cnccn2)n1 (stereo unspecified) returned Glioma ERSR ind -5% and LDHA inh -8.
`O=c1[nH]c2ccccc2n1C1CCN(C(c2ccccc2OC(F)(F)F)c2nnnn2-c2ccc3c(c2)OCCO3)CC1` (stereo unspecified) gave Glioma ERSR ind -5% and LDHA inh -2.
COc1ccc(-n2nnnc2C(C2CC2)N2CCC(n3c(=O)[nH]c4ccccc43)CC2)cc1 (stereo unspecified) was read as Glioma ERSR ind -2% and LDHA inh -3.
For CC(C)N1CCOC(c2ccc(O)c(O)c2)C1 (stereo unspecified) the results were Glioma ERSR ind -1% and LDHA inh 7.
`NC(Cc1ccc(F)cc1)c1csc(Nc2ccccn2)n1` (stereo unspecified) gave Glioma ERSR ind -1% and LDHA inh 2.
For S=C(NCCc1ccccc1)N1Cc2cc(N3CCCCC3)ccc2-n2nncc2C1 the results were Glioma ERSR ind 3% and LDHA inh -2.
N#CC12c3ccccc3C(=O)N1Cc1cnnn1-c1ccccc12 (stereo unspecified) was read as Glioma ERSR ind -2% and LDHA inh -2.
COc1ccc(C(c2nnnn2-c2ccc3c(c2)OCCO3)N2CCC3(CC2)C(=O)NCN3c2ccccc2)cc1 (stereo unspecified) was read as Glioma ERSR ind -1% and LDHA inh -8.
Screening COc1ccc(CN2Cc3cc(-c4ccc(OC)cc4)ccc3-n3nncc3C2)cc1 returned Glioma ERSR ind 4% and LDHA inh -8.
c1cc2c(cc1-c1ccc3c(c1)OCO3)CNCc1cnnn1-2 was read as Glioma ERSR ind 6% and LDHA inh -3.
`c1ccc(-c2ccc3c(c2)CNCc2cnnn2-3)cc1` gave Glioma ERSR ind -2% and LDHA inh -2.
For O=c1[nH]c2ccccc2n1C1CCN(C(CCc2ccccc2)c2nnnn2C2CCCCC2)CC1 (stereo unspecified) the results were Glioma ERSR ind -8% and LDHA inh -3.
For Fc1ccc(N2Cc3ccccc3-n3nncc3C2)cc1 the results were Glioma ERSR ind 0% and LDHA inh -5.
`CS(=O)(=O)c1ccc(C2=C(CNC(=O)c3nccs3)[C@H]3CC[C@@H](C2)N3Cc2ccco2)cc1` gave Glioma ERSR ind -2%, LDHA inh -2 and POLH inh -9%.
`COC(=O)C1=C(c2ccccc2OCc2ccccc2)C[C@@H]2CC[C@H]1N2C` gave Glioma ERSR ind -6%, LDHA inh -8 and POLH inh -3%.
`CCCOc1ccccc1OCC(=O)N1CCN(CC(=O)N2CCOCC2)CC1` gave Glioma ERSR ind -1%, LDHA inh -3 and POLH inh 1%.
`C[C@H](CO)N1C[C@H](C)[C@@H](CN(C)C(=O)Oc2ccc3ccccc3c2)OCc2cn(nn2)CCCC1=O` gave Glioma ERSR ind -1%, LDHA inh 0 and POLH inh -11%.
`COC(=O)C12CCc3cc(OC)ccc3C1=CC(=O)C2` (stereo unspecified) gave Glioma ERSR ind -6%, LDHA inh -6 and POLH inh -10%.
For Cc1ccc(OC(=O)N(C)C[C@@H]2OCc3cnnn3CCCC(=O)N([C@H](C)CO)C[C@@H]2C)cc1 the results were Glioma ERSR ind -2%, LDHA inh 1 and POLH inh -6%.
For O=C(c1cccs1)N1CCC(C(=O)O)(c2ccccc2)CC1 the results were Glioma ERSR ind -3%, LDHA inh -2 and POLH inh -10%.
COc1ccc(C(CC(C)=O)c2c(O)c3ccccc3oc2=O)cc1OC (stereo unspecified) was read as Glioma ERSR ind -4%, LDHA inh -5 and POLH inh 2%.
`C[C@]12CC[C@H](O)C[C@@H]1CC[C@H]1[C@H]3CCC(=O)[C@@]3(C)CC[C@@H]12` gave Glioma ERSR ind 0%, LDHA inh -3 and POLH inh 1%.
Screening Fc1ccccc1CN1Cc2ccccc2-n2nncc2C1 returned Glioma ERSR ind 1%, LDHA inh -1 and POLH inh -17%.
`c1ccc2[nH]c(CCN3CCCCC3)nc2c1` gave Glioma ERSR ind 2%, LDHA inh -9 and POLH inh -1%.
Screening O=C(O)C(O)(c1ccc(Cl)cc1)C1(O)CCCC1 (stereo unspecified) returned Glioma ERSR ind -6%, LDHA inh -10 and POLH inh -1%.
C[C@@H]1CN([C@@H](C)CO)C(=O)CCCn2nncc2CO[C@@H]1CN(C)C(=O)Oc1cccc2ccccc12 was read as Glioma ERSR ind -4%, LDHA inh 3 and POLH inh -21%.
For C[C@@H]1CN([C@H](C)CO)C(=O)CCCn2nncc2CO[C@H]1CN(C)C(=O)Oc1ccc2ccccc2c1 the results were Glioma ERSR ind -4%, LDHA inh 1 and POLH inh -6%.

Pulled by structure from the list above (five):
`c1ccc2[nH]c(CCN3CCCCC3)nc2c1` gave Glioma ERSR ind 2%, LDHA inh -9 and POLH inh -1%.
`C[C@]12CC[C@H](O)C[C@@H]1CC[C@H]1[C@H]3CCC(=O)[C@@]3(C)CC[C@@H]12` gave Glioma ERSR ind 0%, LDHA inh -3 and POLH inh 1%.
`COC(=O)C12CCc3cc(OC)ccc3C1=CC(=O)C2` (stereo unspecified) gave Glioma ERSR ind -6%, LDHA inh -6 and POLH inh -10%.
Screening O=C(O)C(O)(c1ccc(Cl)cc1)C1(O)CCCC1 (stereo unspecified) returned Glioma ERSR ind -6%, LDHA inh -10 and POLH inh -1%.
For C[C@@H]1CN([C@H](C)CO)C(=O)CCCn2nncc2CO[C@H]1CN(C)C(=O)Oc1ccc2ccccc2c1 the results were Glioma ERSR ind -4%, LDHA inh 1 and POLH inh -6%.

Additional entries follow.
For COc1cccc(C)c1NC1=NCCO1 the results were Glioma ERSR ind -3%, LDHA inh 2 and POLH inh 0%.
`CCOC(=O)CNC(=O)N1Cc2ccccc2-n2nncc2C1` gave Glioma ERSR ind -6%, LDHA inh -33* and POLH inh -10%.
For CCc1cc2c(cc1-c1csc(C/C(N)=N/O)n1)C(C)(C)CCC2(C)C the results were Glioma ERSR ind -7%, LDHA inh 7 and POLH inh -17%.
Screening c1cc2c(c(NC3=NCCCS3)c1)CCCC2 returned Glioma ERSR ind 0%, LDHA inh 2 and POLH inh -12%.
For Cc1ccc(OC(=O)N(C)C[C@@H]2OCc3cnnn3CCCC(=O)N([C@@H](C)CO)C[C@@H]2C)cc1 the results were Glioma ERSR ind 4%, LDHA inh -9 and POLH inh -9%.
`COc1ccc(C(=O)CC(c2ccc(OC)c(OC)c2)c2c(O)c3ccccc3oc2=O)cc1OC` (stereo unspecified) gave Glioma ERSR ind -1%, LDHA inh -2 and POLH inh 8%.
Screening CCOC(=O)c1cccc(C2=C(CNC(=O)c3ccc([N+](=O)[O-])cc3)[C@H]3CC[C@@H](C2)N3Cc2ccccc2)c1 returned Glioma ERSR ind -4%, LDHA inh 3 and POLH inh -15%.
